From PubChem
Lipid storage S3 – qHTS Assay for Lipid Storage Modulators in Drosophila S3 Cells; Drosophila S3 cells, BODIPY lipid droplet fluorescence, 18-24 h; cells fed with added oleic acid; Potency in µM for hits, for the others lipid storage change, negative = inhibition, % at the top dose, mostly 46.1 µM; 320,000 compounds, 0.64% hits; AID 2685; active = well fitted inhibition curve with a large enough effect in the signal ratio, with a control signal flat, not every such curve was filed as active; inconclusive = small, poorly fitted or top-dose-only effect, or effect the other way, or a change in a side signal; the % refers to the signal ratio
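Drosophila S3 cells loaded with oleic acid (400 uM, as added) and compounds at several concentrations; lipid droplets imaged by 488-nm laser-scanning cytometry, 500–530 nm intensity and object ratio to cell channel. Percent activity normalized to 20 uM Triacsin C.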
Lipid storage S3 cell count max – recorded beside Lipid storage S3, whose call it bears; cell number change, %; measured here: cell count max response;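 cells counted by Cell Tracker Red CMTPX staining in the red channel; peak over a dose series mostly up to 46.1 µM; percent activity relative to internal control wells on each plate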
* hit, by the source's call; [ ] = another dose, or the depositor's remark. % is set by controls: 0 for no effect and ±100 for the full control effect; potency is the fitted concentration of half-maximal effect. Not all compounds are listed. The share of hits here may be higher or lower than overall.

What do the screens show for `COc1ccc(C2CC(c3ccccc3)=NN2C(=O)CSc2ncccn2)cc1` (stereo unspecified)?
Lipid storage S3: 18µM*; Lipid storage S3 cell count max: -11*

Results for CN1CCN(C(=O)CCC(=O)NCc2ccc(F)cc2)CC1 ?
Lipid storage S3: inconclusive

Results for CCCS(=O)(=O)N1CCCC(C(=O)Oc2ccccc2Cl)C1 (stereo unspecified) ?
Lipid storage S3: -8%; Lipid storage S3 cell count max: 7

Results for Cn1c(SCC(=O)NCc2cccs2)nnc1-c1ccco1 ?
Lipid storage S3: inconclusive

Results for Cc1cc(Nc2ccc3c(c2)OCCO3)n2ncnc2n1 ?
Lipid storage S3: 13%; Lipid storage S3 cell count max: 13

What do the screens show for `Cc1ccc(S(=O)(=O)N2CCN(C(=S)NCCc3ccccc3)CC2)cc1`?
Lipid storage S3: inconclusive

Results for O=C(NCc1nnc(SCc2ccc(C(F)(F)F)cc2)n1-c1ccccc1)C12CC3CC(CC(C3)C1)C2 ?
Lipid storage S3: inconclusive

What do the screens show for `CCCN(Cc1ccccc1)C(=S)Nc1ccc(F)cc1`?
Lipid storage S3: 6%; Lipid storage S3 cell count max: 12

What do the screens show for `Cn1c(SCC(=O)Nc2ccc(N3CCOCC3)cc2)nnc1C1CC1`?
Lipid storage S3: 5%; Lipid storage S3 cell count max: -17

How did COc1ccc(OC)c(CNc2ccc3c(c2)nc(C)n3C)c1 do in these assays?
Lipid storage S3: inactive; Lipid storage S3 cell count max: -11

What do the screens show for `COc1nc(OC)nc(N2CCCCCC2)n1`?
Lipid storage S3: 9%; Lipid storage S3 cell count max: 14

What do the screens show for `COc1ccc(C(=O)N[C@H](C(=O)NCc2ccco2)C(C)C)cc1`?
Lipid storage S3: inconclusive

Results for Oc1ccc(C2Nc3cccc4cccc(c34)N2)cc1 ?
Lipid storage S3: inconclusive

What do the screens show for `Cc1ccc(S(=O)(=O)N2CCNC(=O)C2)c(C)c1`?
Lipid storage S3: inconclusive

How did Cc1cc(NC2CCCCC2)n2c(n1)nc1ccccc12 do in these assays?
Lipid storage S3: -3%; Lipid storage S3 cell count max: -2

Next part; it opens with the 6 that closed the last part.
How did COc1ccc(OC)c(CNc2ccc3c(c2)nc(C)n3C)c1 do in these assays?
Lipid storage S3: inactive; Lipid storage S3 cell count max: -11

What do the screens show for `COc1nc(OC)nc(N2CCCCCC2)n1`?
Lipid storage S3: 9%; Lipid storage S3 cell count max: 14

What do the screens show for `COc1ccc(C(=O)N[C@H](C(=O)NCc2ccco2)C(C)C)cc1`?
Lipid storage S3: inconclusive

Results for Oc1ccc(C2Nc3cccc4cccc(c34)N2)cc1 ?
Lipid storage S3: inconclusive

What do the screens show for `Cc1ccc(S(=O)(=O)N2CCNC(=O)C2)c(C)c1`?
Lipid storage S3: inconclusive

How did Cc1cc(NC2CCCCC2)n2c(n1)nc1ccccc12 do in these assays?
Lipid storage S3: -3%; Lipid storage S3 cell count max: -2

How did N#Cc1c(N)n(CCCN2CCOCC2)c2nc3ccccc3nc12 do in these assays?
Lipid storage S3: inconclusive

How did Cc1ccc(NC(=O)CCC(=O)NNC(=O)COc2ccccc2)cc1C do in these assays?
Lipid storage S3: -3%; Lipid storage S3 cell count max: -1

How did CSCCC(NC(=O)c1ccc(C(C)(C)C)cc1)C(=O)OCC(=O)N1CCCC1=O (stereo unspecified) do in these assays?
Lipid storage S3: inconclusive

Results for COc1ccc(CNC(=O)COc2cc(O)c3c(c2)OC(C)(C)CC3=O)c(OC)c1 ?
Lipid storage S3: inconclusive

How did Cc1cc(NC(=O)c2cccc(S(=O)(=O)Nc3cccc(C(=O)O)c3)c2)no1 do in these assays?
Lipid storage S3: inconclusive

What do the screens show for `O=CN1CCN(c2c([N+](=O)[O-])c(=O)oc3ccccc23)CC1`?
Lipid storage S3: inconclusive

How did CCc1cccc(CC)c1NC(=O)COC(=O)c1ccc(F)c(S(=O)(=O)N(CC)CC)c1 do in these assays?
Lipid storage S3: 0%; Lipid storage S3 cell count max: 0

How did Cc1cc(C)c2c(N)c(C(=O)Nc3ccc(C)c(C)c3)sc2n1 do in these assays?
Lipid storage S3: inactive; Lipid storage S3 cell count max: -1

What do the screens show for `Cc1cccc(N(CC(=O)NC2CCCCC2)C(=O)Cn2nnc(-c3ccc(C)o3)n2)c1`?
Lipid storage S3: inactive

How did COC(=O)c1ccc(CSc2ccc3nnc(-c4ccc(F)cc4)n3n2)o1 do in these assays?
Lipid storage S3: 2%; Lipid storage S3 cell count max: 18

How did C=CCOC(=O)CCC(=O)Nc1cc(OC)nc(OC)n1 do in these assays?
Lipid storage S3: inactive

How did O=S(=O)(c1ccc2nc(-c3ccco3)c(-c3ccco3)nc2c1)N1CCOCC1 do in these assays?
Lipid storage S3: -4%; Lipid storage S3 cell count max: -7

How did CN(C(=O)CCNC(=O)Cn1cnc2ccccc2c1=O)c1ccccc1F do in these assays?
Lipid storage S3: inconclusive

How did COc1ccc(-c2[nH]nc3c2C(c2ccc(OC(=O)N4CCOCC4)cc2)C(C#N)=C(N)O3)cc1 (stereo unspecified) do in these assays?
Lipid storage S3: -8%; Lipid storage S3 cell count max: -15

Results for O=C(Cc1ccsc1)NNC(=O)c1ccccc1O ?
Lipid storage S3: inactive[0.0737 µM]

Among those listed so far, these have two or more sulfur atoms.
Results for Cn1c(SCC(=O)NCc2cccs2)nnc1-c1ccco1 ?
Lipid storage S3: inconclusive

What do the screens show for `Cc1ccc(S(=O)(=O)N2CCN(C(=S)NCCc3ccccc3)CC2)cc1`?
Lipid storage S3: inconclusive

Further structures.
How did CCCOc1ccc(N2C(=O)CC(NNC(=O)c3ccc(COc4ccccc4)o3)C2=O)cc1 (stereo unspecified) do in these assays?
Lipid storage S3: -2%; Lipid storage S3 cell count max: 8

How did COc1ccc(/C=C2\SC(=O)N(CC(=O)NCCCn3ccnc3)C2=O)cc1 do in these assays?
Lipid storage S3: inconclusive

Results for CC(=O)Nc1cccc(NC(=O)COc2ccc3c(c2)CCC3)c1 ?
Lipid storage S3: inconclusive

What do the screens show for `Cc1ccc(C)c(OCCC(=O)OCC(=O)N2CCN(c3ccccc3)CC2)c1`?
Lipid storage S3: inconclusive

Results for CCC(CC)NC(=O)Cc1ccc(F)cc1 ?
Lipid storage S3: -5%; Lipid storage S3 cell count max: -15

What do the screens show for `CC(C)n1c(SCc2cc(=O)[nH]c3ccccc23)nc2c1c(=O)n(C)c(=O)n2C`?
Lipid storage S3: inconclusive

Results for O=C(NCCc1ccccc1F)C1CCC(=O)N(Cc2ccc(Cl)cc2)C1 (stereo unspecified) ?
Lipid storage S3: inactive; Lipid storage S3 cell count max: -12

Results for CSc1ccc(CNC(=O)c2ccc(NC(=O)C3=CSCCO3)cc2)cc1 ?
Lipid storage S3: inconclusive

What do the screens show for `Cc1cc(C)c2c(N)c(C(=O)NN3CC(=O)N(c4ccccc4F)CC3=O)sc2n1`?
Lipid storage S3: inconclusive

How did COc1ccc(S(=O)(=O)N2CCCCC2)cc1NC(=O)[C@@H]1CCCN1C(=O)c1cccs1 do in these assays?
Lipid storage S3: inconclusive

What do the screens show for `COc1ccc(/C=C/C(=O)Nc2ccc3nc4n(c(=O)c3c2)CCCC4)cc1`?
Lipid storage S3: -2%; Lipid storage S3 cell count max: 4

What do the screens show for `CCC(=O)N1CCC2(CC1)Oc1ccc(F)cc1C(=O)C21CC(c2ccccc2)=NO1` (stereo unspecified)?
Lipid storage S3: 9%; Lipid storage S3 cell count max: 14

How did CC1(C)Cc2c(sc(NC(=O)C(=O)N3CCN(CCO)CC3)c2C(N)=O)CO1 do in these assays?
Lipid storage S3: inconclusive

How did O=C(c1ccc(CS(=O)(=O)Cc2ccc(Cl)cc2)o1)N1CCCC1 do in these assays?
Lipid storage S3: inconclusive

Results for Cc1nc(C(C)N(C)Cc2nc(-c3ccc4c(c3)OCO4)no2)c(C)s1 (stereo unspecified) ?
Lipid storage S3: 13%; Lipid storage S3 cell count max: -12

How did CNC(=S)N/N=C/c1cn(Cc2ccc(F)cc2)c2ccccc12 do in these assays?
Lipid storage S3: 22%; Lipid storage S3 cell count max: -3

How did O=C(COc1ccccc1C(=O)O)Nc1nc2ccc([N+](=O)[O-])cc2s1 do in these assays?
Lipid storage S3: -4%; Lipid storage S3 cell count max: -2

What do the screens show for `COCC(O)CSc1c([N+](=O)[O-])nc(C)n1Cc1ccc(OC)c([N+](=O)[O-])c1` (stereo unspecified)?
Lipid storage S3: -1%; Lipid storage S3 cell count max: -11

What do the screens show for `COc1ccccc1C(=O)NC(=O)COC(=O)c1cccc(C)c1O`?
Lipid storage S3: 16%[0.0737 µM]; Lipid storage S3 cell count max: 2

How did COc1cc2c(cc1OC)C(NNC(=O)c1ccc(Br)o1)=NC(C)(C)C2 do in these assays?
Lipid storage S3: inactive; Lipid storage S3 cell count max: -9

Results for COCCCNC(=O)Cn1cnc2sc(C)c(S(=O)(=O)N3CCN(c4ccccc4OC)CC3)c2c1=O ?
Lipid storage S3: inactive; Lipid storage S3 cell count max: 1

Results for Cc1cccc(NC(=O)c2cc(S(=O)(=O)N3CCCC3)cn2C)c1 ?
Lipid storage S3: inconclusive

How did Cc1nc(Nc2cnc(/C=C/c3cc(C(=O)Nc4cccc(C(F)(F)F)c4)ccc3C)cn2)cc(N2CCNCC2)n1 do in these assays?
Lipid storage S3: inconclusive

Results for CCCSc1nnc2nc3c(nn12)c1ccccc1n3C ?
Lipid storage S3: inconclusive

How did Cc1ccccc1NC(=O)Nc1ccccc1C(N)=O do in these assays?
Lipid storage S3: 0%; Lipid storage S3 cell count max: -2

How did Cc1ccn2c(C=O)c(-c3ccc(F)cc3)c(C=O)c2c1 do in these assays?
Lipid storage S3: inconclusive

What do the screens show for `Cc1noc(/C=C/N(C)C)c1S(=O)(=O)N1CCCC(C(=O)Nc2ccc(F)cc2F)C1` (stereo unspecified)?
Lipid storage S3: inactive; Lipid storage S3 cell count max: -9

How did CSC1=NCCN1C(=O)c1ccco1 do in these assays?
Lipid storage S3: 5%; Lipid storage S3 cell count max: 6

What do the screens show for `CCOC(=O)c1ccc(CNS(=O)(=O)c2c(C)ccc3nsnc23)o1`?
Lipid storage S3: inactive; Lipid storage S3 cell count max: 3

What do the screens show for `CCCC1=C(C(=O)OCC)C(c2ccco2)n2ncnc2N1` (stereo unspecified)?
Lipid storage S3: 10%; Lipid storage S3 cell count max: 6

How did CCOc1ccccc1CN1CCN(Cc2nc3ccccc3s2)CC1CCO (stereo unspecified) do in these assays?
Lipid storage S3: 18%; Lipid storage S3 cell count max: 9

Results for COc1ccc(-c2[nH]ncc2CN2CCC(OCc3ccccn3)CC2)c(F)c1 ?
Lipid storage S3: inconclusive

How did CCN1CCN(C(=O)c2ccc3c(c2)N(Cc2ccc(F)cc2)C(=O)c2ccccc2S3=O)CC1 (stereo unspecified) do in these assays?
Lipid storage S3: 6%; Lipid storage S3 cell count max: 2

What do the screens show for `Cc1ccc(C(=O)CCNc2cccc(Br)c2)o1`?
Lipid storage S3: inconclusive

Results for O=C(CSc1ncnc2c1nnn2Cc1ccccc1)NC1CCCC1 ?
Lipid storage S3: -19%; Lipid storage S3 cell count max: -2

Results for N#C/C(=C/c1ccc(Oc2ccc([N+](=O)[O-])cn2)cc1)C(=O)N1CCOCC1 ?
Lipid storage S3: inconclusive

What do the screens show for `Oc1ccc(Br)cc1/C=N/n1c(C2CCCCC2)n[nH]c1=S`?
Lipid storage S3: inconclusive

What do the screens show for `CC1CCN(Cc2nnnn2CCCC(=O)NCCc2cnn(C)c2)CC1`?
Lipid storage S3: inactive; Lipid storage S3 cell count max: 12

How did O=C(NC(=S)Nc1ccccc1Cl)c1cncc(C#Cc2ccccc2)c1 do in these assays?
Lipid storage S3: inconclusive

What do the screens show for `c1ccc(OCCN2CCOCC2)cc1`?
Lipid storage S3: inconclusive

What do the screens show for `COc1ccc(C)cc1NC(=O)C1C2C=CC(C2)C1C(=O)O` (stereo unspecified)?
Lipid storage S3: inconclusive

Results for Cc1cc(C)c2c(C(C)(C)C)nn(-c3ccccc3)c2n1 ?
Lipid storage S3: -2%; Lipid storage S3 cell count max: -6

How did COc1cccc(Nc2nc(-c3sc(N)nc3C)cs2)c1 do in these assays?
Lipid storage S3: inconclusive

What do the screens show for `COc1ccc(Cc2nnc(N/N=C/c3ccc(Br)cc3)[nH]c2=O)cc1OC`?
Lipid storage S3: -7%; Lipid storage S3 cell count max: -1

How did CCOC(=O)CC(NC(=O)CCc1c(C)nc2ncnn2c1C)c1ccc(OC(C)C)cc1 (stereo unspecified) do in these assays?
Lipid storage S3: 3%; Lipid storage S3 cell count max: 16

What do the screens show for `O=C(COC(=O)c1ccccc1Oc1ccccc1)NC1CC1`?
Lipid storage S3: inconclusive

What do the screens show for `CC(C)(Oc1ccc(Cl)cc1)C(=O)OCc1nc2ccsc2c(=O)[nH]1`?
Lipid storage S3: 5%; Lipid storage S3 cell count max: 25

Results for CCN(c1ccccc1)S(=O)(=O)c1ccc(NC(=O)C(C)(C)C)cc1 ?
Lipid storage S3: inactive

Results for CC(C)(C)C(=O)c1cn(CC(=O)NCc2ccc3c(c2)OCO3)c2ccccc12 ?
Lipid storage S3: inconclusive

What do the screens show for `COc1ccc(CN2C(=O)c3ccccc3C2=O)cc1C(=O)O`?
Lipid storage S3: 20%

Results for Cc1noc(C)c1C(=O)Nc1nc(-c2cc(F)ccc2F)cs1 ?
Lipid storage S3: inconclusive

Results for CC(=O)c1ccccc1OCc1ccc(C(=O)c2ccccc2)cc1 ?
Lipid storage S3: inconclusive
